NCI-60 one-dose screen, 48 h, at 10 µM unless noted. Numbers give growth in % (100 = growth as untreated, 0 = no growth, -100 = all killed).
COLO 205: COLO 205 colon cancer. actives 7.3% (n = 79,000)
NCI-H460: NCI-H460 lung cancer | actives 6.8% (n = 82,000) | AID 1794736
HCT-116: HCT-116 colon cancer | actives 7.3% (n = 82,000)
HCT-15: HCT-15 colon cancer | actives 5.2% (n = 82,000) | AID 1794746
NCI-H522: NCI-H522 lung cancer | actives 8% (n = 78,000)
NCI-H226: NCI-H226 lung cancer. actives 3.5% (n = 79,000). AID 1794732
NCI/ADR-RES: NCI/ADR-RES ovarian cells. actives 4.4% (n = 81,000)
NCI-H322M: NCI-H322M lung cancer; actives 2.7% (n = 80,000); AID 1794733
NCI-H23: NCI-H23 lung cancer | actives 4% (n = 80,000) | AID 1794731
An asterisk follows results filed as active; nt = not tested or not shown; [ ] = remark or other dose. How the source made its calls: active means growth percent below 10; inactive means the rest.

SMILES | COLO 205 | NCI-H460 | HCT-116 | HCT-15 | NCI-H522 | NCI-H226 | NCI/ADR-RES | NCI-H322M | NCI-H23
Nc1nn2c(-c3ccc(Br)cc3)ccnc2c1N=Nc1ccc(S(N)(=O)=O)cc1 | 105 | 92 | 95 | 98 | 87 | 97 | 94 | 94 | 91
COc1ccc2cc(-c3ccnc4c(N=Nc5ccc(C)cc5)c(N)nn34)ccc2c1 | 103 | 101 | 94 | 103 | 96 | 97 | 115 | 96 | 97
Cc1ccc([N+](=O)[O-])c(N)c1 | 111 | 106 | 95 | 97 | 87 | 98 | 112 | 95 | 105
O=C(OCCO)c1ccccc1O | 153 | 105 | 102 | 109 | 96 | 116 | 107 | 76 | 102
OCC1COC(c2ccccc2)=N1 (stereo not given) | 111 | 106 | nt | 101 | nt | 102 | 104 | 108 | 105
Cc1c/c(=N\NC(=O)Nc2ccccc2Cl)oc2cc(O)ccc12 | 107 | 115 | 88 | 105 | 81 | 101 | 107 | 96 | 107
CCOC(=O)c1cc(C(=O)c2ccc(OC)c(OC)c2)n2cnc(-c3ccc(Cl)cc3)cc12 | 75 | 99 | 76 | 94 | 80 | 94 | 100 | nt | 95
CC(=O)CC(=O)OCC1COCO1 (stereo not given) | 122 | nt | 103 | 104 | 99 | 104 | 115 | 106 | 107
CNNC(=O)C(O)C(C)(C)CO (stereo not given) | 112 | 107 | 110 | 103 | 108 | 103 | 105 | 101 | 106
Cc1ccc(S(=O)(=O)NCCNc2nccc(-c3c(-c4cccc(F)c4)nc4occn34)n2)cc1 | 73 | 66 | 65 | 65 | 80 | 72 | 86 | 86 | 87
CCCCCCN1C(=O)CN=C1Nc1ccc2cc3ccc(NC4=NCC(=O)N4CCCCCC)cc3nc2c1 | 40 | 57 | 20 | 49 | -9.8* | 82 | 81 | 80 | 65
N#CCc1nc2ccccc2s1 | 104 | 111 | 94 | 93 | 96 | 93 | 102 | 104 | 85
COc1cc2nccc(Oc3ccc(NC(=O)C4(C(=O)Nc5ccc(F)cc5)CC4)cc3)c2cc1OC(=O)c1ccc([N+](=O)[O-])cc1 | 104 | 95 | 95 | 94 | 88 | 83 | 86 | 101 | 71
CCOC(=S)SCc1cc(=O)oc2ccc(OC)cc12 | 101 | 110 | 74 | 66 | 73 | 105 | 106 | 109 | 93
CCOC(=O)C1=C(N)Oc2c(sc3c(F)cccc23)C1c1ccc([N+](=O)[O-])cc1 (stereo not given) | 94 | 100 | 61 | 78 | 93 | 95 | 91 | 97 | 77
O=C1C2C3C=CC(C3)C2C(=O)N1c1ncc([N+](=O)[O-])s1 (stereo not given) | 110 | 109 | 110 | 113 | 81 | 104 | 108 | 108 | 106
O=c1cc(CNc2cc(F)cc(F)c2)c2ccc(I)cc2[nH]1 | 34 | 19 | 26 | 32 | 16 | 69 | 26 | 48 | 46
CCCCCCCCCCCCCCCC(=O)OC[C@H](CSC[C@H](N)C(=O)N[C@@H](CO)C(=O)OC)OC(=O)CCCCCCCCCCCCCCC | 109 | 102 | 95 | 102 | 96 | 95 | 100 | 100 | 98
CCOC(=O)CC1C(COC(=O)NC)OC(n2cnc3c(N)ncnc32)C1O[Si](C)(C)C(C)(C)C (stereo not given) | 104 | 106 | 81 | 87 | 75 | 79 | 93 | 99 | 105
Fc1ccc(Cc2ccc(F)cc2)cc1 | 108 | 108 | 102 | 116 | 90 | 100 | 101 | 105 | 102
CCCn1cc(/C=N\N=C2\C(=O)Nc3ccc([N+](=O)[O-])cc32)c2ccccc21 | 110 | 82 | 80 | 105 | 97 | 96 | 106 | 101 | 94
C1CCCc2c(-c3n[nH]c4c3CCCCCC4)n[nH]c2CC1 | 110 | 92 | 88 | 104 | 80 | 95 | 102 | 97 | 96
CCCCCCNC(=O)/C(=C/c1ccc(OC)cc1)NC(=O)c1ccccc1 | 105 | 101 | 86 | 101 | 69 | 100 | 96 | 108 | 94
Cc1cccc(N)c1O | 106 | 101 | 87 | 73 | 112 | 97 | 102 | 103 | 87

Ordered by count of non-hydrogen atoms (highest first): 14 of the compounds above
SMILES | COLO 205 | NCI-H460 | HCT-116 | HCT-15 | NCI-H522 | NCI-H226 | NCI/ADR-RES | NCI-H322M | NCI-H23
CCCCCCCCCCCCCCCC(=O)OC[C@H](CSC[C@H](N)C(=O)N[C@@H](CO)C(=O)OC)OC(=O)CCCCCCCCCCCCCCC | 109 | 102 | 95 | 102 | 96 | 95 | 100 | 100 | 98
COc1cc2nccc(Oc3ccc(NC(=O)C4(C(=O)Nc5ccc(F)cc5)CC4)cc3)c2cc1OC(=O)c1ccc([N+](=O)[O-])cc1 | 104 | 95 | 95 | 94 | 88 | 83 | 86 | 101 | 71
CCCCCCN1C(=O)CN=C1Nc1ccc2cc3ccc(NC4=NCC(=O)N4CCCCCC)cc3nc2c1 | 40 | 57 | 20 | 49 | -9.8* | 82 | 81 | 80 | 65
Cc1ccc(S(=O)(=O)NCCNc2nccc(-c3c(-c4cccc(F)c4)nc4occn34)n2)cc1 | 73 | 66 | 65 | 65 | 80 | 72 | 86 | 86 | 87
CCOC(=O)c1cc(C(=O)c2ccc(OC)c(OC)c2)n2cnc(-c3ccc(Cl)cc3)cc12 | 75 | 99 | 76 | 94 | 80 | 94 | 100 | nt | 95
CCOC(=O)C1=C(N)Oc2c(sc3c(F)cccc23)C1c1ccc([N+](=O)[O-])cc1 (stereo not given) | 94 | 100 | 61 | 78 | 93 | 95 | 91 | 97 | 77
CCCn1cc(/C=N\N=C2\C(=O)Nc3ccc([N+](=O)[O-])cc32)c2ccccc21 | 110 | 82 | 80 | 105 | 97 | 96 | 106 | 101 | 94
Cc1c/c(=N\NC(=O)Nc2ccccc2Cl)oc2cc(O)ccc12 | 107 | 115 | 88 | 105 | 81 | 101 | 107 | 96 | 107
O=c1cc(CNc2cc(F)cc(F)c2)c2ccc(I)cc2[nH]1 | 34 | 19 | 26 | 32 | 16 | 69 | 26 | 48 | 46
O=C1C2C3C=CC(C3)C2C(=O)N1c1ncc([N+](=O)[O-])s1 (stereo not given) | 110 | 109 | 110 | 113 | 81 | 104 | 108 | 108 | 106
Fc1ccc(Cc2ccc(F)cc2)cc1 | 108 | 108 | 102 | 116 | 90 | 100 | 101 | 105 | 102
CC(=O)CC(=O)OCC1COCO1 (stereo not given) | 122 | nt | 103 | 104 | 99 | 104 | 115 | 106 | 107
N#CCc1nc2ccccc2s1 | 104 | 111 | 94 | 93 | 96 | 93 | 102 | 104 | 85
Cc1cccc(N)c1O | 106 | 101 | 87 | 73 | 112 | 97 | 102 | 103 | 87

Next entries follow.
SMILES | COLO 205 | NCI-H460 | HCT-116 | HCT-15 | NCI-H522 | NCI-H226 | NCI/ADR-RES | NCI-H322M | NCI-H23
CC12c3ccccc3C(C)(c3ccccc31)C(NS(=O)(=O)c1ccc(Cl)cc1)C2O (stereo not given) | 109 | 84 | 88 | 94 | 88 | 96 | 94 | 88 | 99
CCCCCCNC(=O)Oc1ccc(/C(=C(/CC)Cc2ccccc2)c2ccc(OCCN(CC)CC)cc2)cc1 | -49* | -41* | 27 | 5.5* | 74 | 89 | 71 | 88 | 88
CC(=O)c1nn(-c2ccccc2)/c(=N\N=C\c2coc3ccc(F)cc3c2=O)s1 | 111 | 102 | 96 | 101 | 101 | 86 | 104 | 104 | 97
NC(=O)N/C=C1\CCCOC1=O | 107 | 103 | 110 | 104 | 90 | nt | 105 | 116 | 102
CN(C)c1ccc(NC(=O)Cc2ccc(/C=C/C(=O)c3ccccc3O)cc2)cc1 | 109 | 93 | 96 | 72 | 72 | 83 | 89 | 99 | 90
O=[N+]([O-])c1cc(S(=O)(=O)c2ccc(F)c([N+](=O)[O-])c2)ccc1F | 83 | 99 | nt | 36 | 89 | 109 | 108 | 110 | 103
CCc1c2ccccc2c(CC)c2ccccc12 | 102 | 103 | 86 | 100 | 79 | 94 | 102 | nt | 95
c1ccc2c(c1)CCCN2c1nc(N2CCCC2)nc(N2CCOCC2)n1 | 102 | 105 | 92 | 92 | 90 | 101 | 97 | 95 | 101
CCOC(=O)c1cc(C)n(-c2ccc(C(=O)O)cc2)c1C | 90 | 44 | 68 | 25 | 66 | 99 | 90 | 114 | 89
CCN(CC)C(=O)c1nnn(-c2ccc(N)cc2)c1C | 101 | 103 | 119 | 100 | 66 | 77 | 102 | 103 | 100
O=C(Nc1cccc(-c2nc3ccccc3c(=O)[nH]2)c1)c1c[nH]c2ccccc12 | 104 | 90 | 95 | 79 | 83 | 77 | 95 | 70 | 81
O=C(Nc1cc(C(F)(F)F)cc(C(F)(F)F)c1)Nc1cc2ccccc2cc1C(=O)O | 113 | 105 | 96 | 96 | 96 | 96 | 97 | 99 | 99
COc1cc(Cn2c(SCC(=O)Nc3ccc(S(N)(=O)=O)cc3)nc3ccccc3c2=O)cc(OC)c1OC | 100 | 105 | 86 | 102 | 71 | 95 | 106 | 93 | 109
COc1cccc(-c2cc3c(O)cc(C#N)cc3[nH]2)c1 | 115 | 97 | 90 | 81 | 80 | 101 | 89 | 85 | 93
C=C(C)C1CC[C@]2(C(=O)NCCN(CCN)CCN)CC[C@]3(C)C(=CC[C@@H]4[C@@]5(C)C[C@@H](CC#CC#CC[C@@H]6C[C@]7(C)[C@H]8CC=C9[C@H]%10[C@H](C(=C)C)CC[C@]%10(C(=O)NCCN(CCN)CCN)CC[C@@]9(C)[C@]8(C)CC[C@H]7C(C)(C)[C@H]6OC(C)=O)[C@H](OC(C)=O)C(C)(C)[C@@H]5CC[C@]43C)[C@@H]12 (stereo not given in full) | 109 | 103 | 95 | 104 | 96 | 87 | 89 | 95 | 97
COC(=O)C1=C(C(=O)OC)C(C(=O)OC)N2C=CC=CC2=C1C(=O)OC (stereo not given) | 103 | 104 | 93 | 108 | nt | 103 | 104 | 99 | 100
COc1cc(CNC(=O)/C=C/C=C/c2ccc3c(c2)OCO3)ccc1OCC(=O)NO | 109 | 98 | 98 | 96 | 84 | 96 | 97 | 102 | 101
O=C(N/N=C/c1ccc2c(c1)CCN2)c1cccs1 | 107 | 100 | 101 | 94 | 101 | 88 | 94 | nt | 92
Cc1ccc(S(=O)(=O)OCCN(CCOS(=O)(=O)c2ccc(C)cc2)c2ccc(F)cc2)cc1 | 108 | 112 | 103 | 93 | 113 | 101 | 105 | 107 | 107
CCC(C)(C)C1CCCCC1OC(C)=O (stereo not given) | 105 | 104 | 103 | 109 | 101 | 100 | 102 | 87 | 101
Cc1nc2sc(C(=O)Nc3ccc(S(=O)(=O)Nc4ncccn4)cc3)c(N)c2c(C)c1Br | 106 | 109 | 95 | 99 | 90 | 107 | 107 | 97 | 106
CC(=O)C1C2(O)OC(=O)CC2=C2C(=O)OC(=O)C2C1(C)O (stereo not given) | 119 | 108 | 111 | 108 | 89 | 103 | 104 | 96 | 101
CCCn1cc2c(=O)nc3sc(Cc4ccc(F)cc4)c(C)n3c2n1 | 107 | 95 | 92 | 109 | 83 | 100 | 96 | 91 | 100
O=C1c2ccccc2-c2ccccc2NC1O (stereo not given) | 124 | 109 | 107 | 107 | 104 | 110 | 114 | 118 | 106
COc1ccc(-c2cc(Cc3cc(OC)c(OC)c(OC)c3)c(=O)[nH]n2)cc1 | 106 | 94 | 87 | 88 | 72 | 73 | 91 | 88 | 88
CCc1c(C)c2cc3nc(-c4ccc([N+](=O)[O-])cc4)oc3c(C)c2oc1=O | 101 | 105 | 91 | 98 | 74 | 99 | 99 | 95 | 89
CC(=O)Oc1ccccc1C(=O)Nc1cc(C(C)C)ccc1C | 93 | 9.6* | 11 | 14 | 4.6* | 9.8* | 9.2* | 12 | nt
C/C(=N\O)c1ccc(OCC(=O)Nc2nc(-c3ccc(Cl)cc3)cs2)cc1 | 111 | 107 | 95 | 103 | 89 | 98 | 106 | 101 | 102
CC1(C)CC[C@]23CC[C@]4(C)[C@H](CC[C@@H]5[C@@]6(C)C/C(=C/c7ccncc7)C(=O)C(C)(C)[C@@H]6CC[C@]54C)[C@H]2[C@H]1OC3=O | 91[100 µM] | 51[100 µM] | 48[100 µM] | 76[100 µM] | 51[100 µM] | 77[100 µM] | 64[100 µM] | 96[100 µM] | 61[100 µM]
Nc1c(C(=O)Nc2ccccc2)sc2nc3c(cc12)CCCCC3 | 9.3* | 6.6* | 11 | 20 | 30 | 27 | 2.2* | 21 | 37
COc1ccc(Nc2nc(C)c(/C(C)=N\NC(N)=S)s2)cc1 | 107 | 109 | 93 | 75 | 88 | 106 | 96 | 99 | 93
